# FEN1 inh: qHTS Assay for the Inhibitors of Human Flap endonuclease 1 (FEN1) | P39748 | Potency, µM (titrated, usually from 114 µM), inactives show top-dose activity change, negative = inhibition, actives largely listed as inhibitors | hit rate 0.35% among 390,000 | Recombinant FEN1 flap cleavage, fluorescence, 15 min; also: nearly all actives have a fitted effect of over 65% in size
# Target sequence (P39748 whole entry, looked up): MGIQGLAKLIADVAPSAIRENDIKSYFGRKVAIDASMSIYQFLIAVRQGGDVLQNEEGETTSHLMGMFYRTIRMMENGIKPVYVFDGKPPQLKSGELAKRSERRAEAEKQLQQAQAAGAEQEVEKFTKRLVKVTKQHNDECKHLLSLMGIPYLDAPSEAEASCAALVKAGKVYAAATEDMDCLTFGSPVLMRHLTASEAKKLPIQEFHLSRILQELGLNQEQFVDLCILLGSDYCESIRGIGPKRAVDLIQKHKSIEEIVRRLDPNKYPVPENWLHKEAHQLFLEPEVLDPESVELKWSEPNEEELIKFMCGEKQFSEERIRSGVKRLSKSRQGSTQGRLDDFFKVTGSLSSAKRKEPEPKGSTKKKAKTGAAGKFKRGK
#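 Enzyme 10 nM, 15 min RT preincubation with compound; start with substrate 50 nM final; reads at 0 and 15 min; qHTS titration, four-parameter Hill fit.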
# DT40 TDP1 CPT: qHTS for Inhibitors of human tyrosyl-DNA phosphodiesterase 1 (TDP1): qHTS in cells in presence of CPT. chicken DT40 Tdp1-/-;hTDP1 cells + 20 nM CPT, ATP luminescence, 48 h. Potency, µM (titrated, usually from 46.2 µM), inactives show top-dose activity change, negative = growth inhibition, actives largely listed as inhibitors. hit rate 12% among 420,000; also: nearly all actives have a fitted effect of over 55% in size
#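 Cell growth measured by CellTiter-Glo luminescence after a minimum 48 h, 37 C compound exposure with 20 nM CPT in Tdp1-knockout DT40 cells stably expressing hTDP1, seeded 400/well; qHTS titration format.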
# KAT2A inh: qHTS Assay for Inhibitors of GCN5L2; Histone acetyltransferase KAT2A (Homo sapiens), Q92830; GCN5L2 HAT assay, ThioGlo1 CoA-SH fluorescence; Potency, µM (doses to about 58.9 µM), for the others: at the top dose activity change, negative = inhibition, actives largely listed as inhibitors; hit rate 0.21% among 390,000
#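 GCN5L2 (20 nM) in 50mM HEPES pH 7.5, 0.1mM EDTA, 0.01% Tween-20 preincubated 15 min with compounds at room temperature. Reaction started with H3(1-25) 75uM, acetyl-CoA 70uM, ThioGlo1 50uM; CoA-thiol fluorescence (Ex340/Em540) read at 0 and 20 min.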
# * marks the source's active call; other numbers are inactive results; ? = inconclusive; . = no result given; [ ] = remark or other dose. Calls follow the shape of the dose curve; as a rule, active = well fitted curve in the direction sought with a large enough effect; inconclusive = small, poorly fitted or top-dose-only effect, or another doubt; inactive = no such curve, though single readings can be large; an effect the other way counts as inactive or inconclusive. % is scaled to controls: 0 for no effect and ±100 for the full control effect; potency is read from the fitted curve at half-maximal effect. This is a subset. The share of hits here may be higher or lower than overall.
structure | KAT2A inh | FEN1 inh | DT40 TDP1 CPT
CC(C)Cc1c(O)nc(SCC(=O)Nc2ccc3c(c2)CCC3)[nH]c1=O | -1% | -6% | -11%
COc1cccc(-c2nn(-c3ccc(C)cc3)cc2C(=O)N(C)CC(=O)Nc2cccc(F)c2)c1 | -14% | -6% | 18µM*
O=C(NN=Cc1ccc(F)cc1)c1ccccc1NS(=O)(=O)c1cccs1 | -1% | -7% | ?
COc1ccc(CCN2C(=O)CC(N3CCOCC3)C2=O)cc1OC (stereo not given) | -3% | -6% | 60%[activator]
O=C(Oc1ccc(NC(=O)c2cc3c(cc2Br)OCO3)cc1)c1ccccc1 | -16% | 20% | -11%
Cc1ccc(CNC(=O)Cn2cnc(S(=O)(=O)N3CCCCC3)c2)o1 | 0% | 9% | -4%
Cc1ccc(S(=O)(=O)N2CCC(C(=O)OC(C)C(=O)NC3CCCCC3C)CC2)cc1C (stereo not given) | -13% | 14% | ?
CNC(=O)COC(=O)/C=C/c1cn(-c2ccccc2)nc1-c1ccc2c(c1)OCCO2 | -10% | -1% | 9%

# (further entries)
structure | KAT2A inh | FEN1 inh | DT40 TDP1 CPT
CCCn1c(C(C)NS(=O)(=O)c2ccccc2)n[nH]c1=S (stereo not given) | -5% | -2% | 0%
CCOc1ccc(OCC)c(-c2c(=O)n(OCc3ccccc3C(=O)OC)c3ccccc3[n+]2[O-])c1 | -6% | 0% | 13µM*
CC12C(=O)N(CCC(=O)O)C(=O)C1C1C=CC2C1 (stereo not given) | -5% | -5% | -12%
O=C(CSc1nc2ccccc2o1)c1cc2ccccc2oc1=O | -9% | -15% | -18%
CS(=O)(=O)N(CC(=O)N1CCCC1)c1ccccc1Br | -8% | 6% | -2%
Cc1ccc(C(=O)Nc2nnc(S(=O)(=O)N3CCCc4ccccc43)s2)cc1 | 2% | 23% | -11%
COc1ccc(OC)c(NC(=O)COC(=O)COc2ccc(Nc3ccccc3)cc2)c1 | -8% | -2% | 1%
CCN1CCN(C(c2cccc(OC)c2OC)c2nnnn2Cc2ccco2)CC1 (stereo not given) | -4% | 0% | 4%

# Next records.
structure | KAT2A inh | FEN1 inh | DT40 TDP1 CPT
CC(C)Cn1c(N)c(C(=O)COC(=O)c2cnc(Cl)c(Cl)c2)c(=O)n(C)c1=O | -2% | 5% | 18µM*
C/C(=N/NC(=O)c1ccc(Br)o1)c1cccc(NC(=O)c2ccc(C)o2)c1 | -3% | 0% | 16µM*
Cc1cc(C)cc(NC(=O)C2CCN(c3nnc(-n4c(C)ccc4C)s3)CC2)c1 | -4% | -3% | -75%
Cc1nc2ccccn2c1-c1csc(Nc2ccc(C(=O)O)cc2)n1 | -21% | 12% | 2.9µM*
C=CCn1c(COc2cc(C)ccc2C(C)C)nnc1SCC(=O)c1c(N)n(C)c(=O)n(C)c1=O | -9% | -8% | ?
O=C(Cc1ccc(S(=O)(=O)N2CCCC2)s1)N1CCOCC1 | 1% | -2% | -9%
C=CCN(C(=O)CCC(=O)Nc1cc(C)on1)C(C(=O)NC1CCCC1)c1cccnc1 (stereo not given) | -10% | -2% | -11%
Cc1cccc(N2CCN(C(=O)C(Cc3ccccc3)NC(N)=O)CC2)c1C (stereo not given) | -13% | -15% | -29%

# (further entries)
structure | KAT2A inh | FEN1 inh | DT40 TDP1 CPT
O=C1CCc2cc(NS(=O)(=O)c3cc(F)ccc3F)cc3c2N1CC3 | 0% | -2% | -3%
CS(=O)(=O)NN1C(=O)c2ccccc2NC1c1cccc(O)c1 (stereo not given) | -7% | -4% | 15%
COc1ccc(Cl)cc1NC(=S)N1CCC(c2ccc(C)cc2)C1 (stereo not given) | -5% | -15% | 6%
COc1ccc(NC(=O)c2ccccc2[N+](=O)[O-])cc1 | 37%[activator] | 2% | -13%
CCCCn1c2c(c(=O)n(C)c1=O)C(CC(=O)OCC(=O)Nc1cccc(C(F)(F)F)c1)C(=O)N2 (stereo not given) | -3% | 4% | 11%
CC(C)(C)c1ccc(OCC(=O)NNC(=O)C2CCCO2)cc1 (stereo not given) | -8% | -2% | 11%
COc1ccc(CCNCc2ccccc2N2CCCC2)cc1 | -1% | -3% | 18µM*
Cc1cccc(C)c1NC(=O)CNC(=O)c1ccc(S(=O)(=O)NCc2ccco2)cc1 | 3% | 1% | -1%

# (list continues)
structure | KAT2A inh | FEN1 inh | DT40 TDP1 CPT
O=C1CCC2S/C(=C/Nc3ccc(C(F)(F)F)cc3)C(=O)N12 (stereo not given) | -7% | 1% | ?
CC(C)CN1CC(=O)N2C(c3ccccc3)c3[nH]c4ccccc4c3C[C@H]2C1=O (stereo not given in full) | -5% | 9% | -43%
CN(Cc1ccccc1)c1ccc(S(=O)(=O)N2CCC(C(=O)O)CC2)cc1[N+](=O)[O-] | -1% | 17% | 3%
C[C@@H](CN1CCC[C@H]1CN1C(N)=NC[C@@H]1Cc1ccccc1)N1C[C@@H](Cc2ccccc2)N(CCCC2CCCC2)C1=N | -5% | -21% | ?
Cc1ccc(C(=O)N2CCN(c3ccc(NC(=S)NC(=O)Cc4ccccc4)cc3)CC2)cc1 | -8% | -20% | 35µM*
O=C(c1ccccc1)N1N=C(C(F)(F)F)CC1(O)c1ccccc1 (stereo not given) | -7% | 4% | -2%
O=S(=O)(c1ccccc1)c1nc(-c2cccc(Cl)c2)oc1NCc1ccccc1 | -17% | 0% | ?
Cc1cc(C)cc(NC(=O)C(=O)NCCc2c[nH]c3ccccc23)c1 | -12% | ? | 7%

# (continued)
structure | KAT2A inh | FEN1 inh | DT40 TDP1 CPT
COC(=O)[C@@]1(Cc2ccc(OC)cc2)[C@@H]2C(=CC(=O)[C@H]2CC(=O)C(=O)N2CCCC2)CN1C(=O)c1ccccc1 | -4% | -1% | ?
N#CC1=C(N)OC2=C(C(=O)CCC2)C1c1ccsc1 (stereo not given) | 2% | -1% | 4%
Cc1ccccc1S(=O)(=O)Cc1ccc(C(=O)NCCCN2CCCC(C)C2)o1 (stereo not given) | 0% | 5% | -2%
COc1cc2c3nnc(-c4ccc(F)cc4)c-3cn(Cc3ccc(F)cc3)c2cc1OC | -18% | ? | 2.3µM*
CC(C)(CO)NC(=O)Nc1ccc(Cl)c(Cl)c1 | -10% | 0% | 21%
O=C(CN1CCN(c2ccc(Cl)cc2)CC1)Nc1cccc(F)c1 | 3% | -13% | -28%
CSCCC(NC(=O)c1ccco1)C(=O)N1CCCCCCC1 (stereo not given) | 2% | -4% | 1%
COc1ccc(Cn2nnnc2C(C(C)C)N2CCc3ccccc32)cc1 (stereo not given) | . | -20% | -29%

# Further results follow:
structure | KAT2A inh | FEN1 inh | DT40 TDP1 CPT
O=C(CSc1nc(-c2ccco2)cc(C(F)(F)F)n1)N1CCc2ccccc2C1 | -10% | 13% | -28%
COc1cc(C(=O)OCC(=O)NC(=O)c2cccn2C)ccc1OC(F)F | 0% | 0% | -16%
O=C(N[C@@H](Cc1ccccc1)C(=O)NC1CCCCC1)c1ccco1 | -6% | -2% | -2%
CCOC(=O)CSc1nnc(CNC(=O)c2ccc(OC)cc2OC)n1-c1ccc(OC)cc1 | 3% | 9% | 0%
Cc1cc2c(cc1C)NC(CC(=O)NCc1ccccc1)C(=O)N2 (stereo not given) | -5% | 2% | ?
O=C(CCC1COc2ccccc2O1)Nc1ccccn1 (stereo not given) | 1% | 7% | -8%
O=C(NC1CCCC1)C(c1ccccc1)N(Cc1ccco1)C(=O)Cc1cccs1 (stereo not given) | -3% | -13% | ?
CC(=O)N1CCCc2cc(S(=O)(=O)N3CCCC(C(=O)Nc4ccccc4C)C3)ccc21 (stereo not given) | -1% | 16% | ?

# (list continues)
structure | KAT2A inh | FEN1 inh | DT40 TDP1 CPT
COc1ccc(O)c(CN2CCCC(N3CCN(c4ccccc4OC)CC3)C2)c1 (stereo not given) | -6% | -9% | 1%
COc1ccccc1-c1nnc(SCC(=O)c2ccc(C3CCCCC3)cc2)n1Cc1ccco1 | -16% | -1% | 23µM*
O=C(NNc1nc(-c2ccc(Cl)cc2)cs1)c1ccco1 | 0% | -5% | 18µM*
COc1ccc(Nc2c3c(nc4ccc(NC(=O)/C=C/c5cccc(OC)c5OC)cc24)CCCC3)cc1OC | -11% | -5% | 2.3µM*
Cc1ccc(C(=O)NCC(=O)OCC(=O)c2ccc3c(c2)NC(=O)CO3)cc1 | -1% | -8% | 11%
CCOC(=O)c1ccc(NC(=O)CCc2c(C)n(CC)c3cc(-c4ccccc4OC)nn3c2=O)cc1 | -7% | 2% | 12%
O=C(NCCCN1CCCCC1)C1CCN(S(=O)(=O)N2CCC3(CC2)OCCO3)CC1 | -4% | -9% | -6%
O=C(O)c1oc2ccccc2c1CSCc1ccccc1 | 0% | 10% | -17%

# The listing continues:
structure | KAT2A inh | FEN1 inh | DT40 TDP1 CPT
Cc1cccc(C)c1OCc1cc(C(=O)N(C)CCc2ccccn2)no1 | -7% | 16% | ?
O=C(Nc1ccc2c(c1)OCO2)N1CCN(c2ncccn2)CC1 | -5% | 2% | -4%
COC(=O)CSc1nc(C)cc(N2CCOCC2)n1 | -8% | -1% | 3%
O=C(COc1ccccc1)NCc1n[nH]c(=S)n1-c1ccccc1 | 4% | -4% | -4%
CC(C)(C)NC(=O)C(=O)NNC(=O)c1cccc(Br)c1 | -1% | 6% | 8%
CCOc1ccc(C(=O)NCC(c2ccco2)N2CCc3ccccc3C2)cc1 (stereo not given) | -1% | -13% | ?
CCOC(=O)N1N=C(c2ccccc2)CC1(O)C(C)(F)F (stereo not given) | -5% | -2% | 2%
Cc1cc(/C=C2/SC(=O)N(CC(=O)OC(C)C)C2=O)c(C)n1C | -3% | 7% | ?

# Next part:
structure | KAT2A inh | FEN1 inh | DT40 TDP1 CPT
Fc1ccc(Nc2nc(-c3cccnc3)nc3ccccc23)cc1 | -30% | . | ?
CCc1ccc(OCC(=O)Nc2ncn[nH]2)c(Br)c1 | -4% | 11% | -7%
COc1ccc(F)c(CN2CCC(n3nccc3NC(=O)C3CCOC3)CC2)c1 (stereo not given) | 0% | 3% | -8%
Cc1nn(Cc2ccc(Cl)cc2Cl)c(C)c1NC(=O)c1nn(C)cc1Cl | -7% | 1% | 8.2µM*
COc1ccc(OC)c(NC(=O)Cc2coc3ccc4ccccc4c23)c1 | -12% | -7% | ?
Cn1c(=O)[nH]c(Nc2ccc(F)cc2)c([N+](=O)[O-])c1=O | -5% | -7% | -1%
C/C(=C/c1ccccc1)C(=O)N1CCC(C)CC1 | 3% | 17% | 2%
COc1cc(-c2noc(C)c2C#Cc2ccc(N)cc2)cc(OC)c1OC | 0% | ? | 0.82µM*

# Next compounds
structure | KAT2A inh | FEN1 inh | DT40 TDP1 CPT
COc1ccc(N2CC(C(=O)NC3=NCCS3)CC2=O)cc1 (stereo not given) | 1% | -8% | -27%
COc1ccc(C(=O)NC2CCN(CC(=O)Nc3cccc(OC)c3)CC2)cc1 | -12% | 13% | -12%
Cc1cc(C)c2[nH]c(O)c(N=NC3=NC(=O)CS3)c2c1 | -4% | 0% | -13%
CN(C)C(CNC(=O)c1c(F)cccc1Cl)c1ccco1 (stereo not given) | 3% | -4% | 2%
CC(=O)Nc1ccc(NC(=O)CSc2ccc(-c3ccc(-n4ccnc4)cc3)nn2)cc1 | 2% | 3% | ?
Cn1cc(S(=O)(=O)N2CCNCC2)cc1C(N)=O | -3% | 0% | 2%
Cc1cc2ccccc2c(=O)n1CC(=O)Nc1ccc2c(c1)OCO2 | -4% | 8% | 2%
Oc1cccc(/C=N/Nc2ccc(Cl)nn2)c1 | 18% | 5% | 5%

# The list continues:
structure | KAT2A inh | FEN1 inh | DT40 TDP1 CPT
O=C(CSc1nnc(C2CC2)n1CC1CCCO1)Nc1ccc(Cl)cc1 (stereo not given) | 0% | 0% | -15%
COc1ccccc1C(=O)NCCNC(=O)c1ccco1 | 1% | -11% | ?
CC(NCC(=O)Nc1ccccc1C(=O)NC1CC1)c1ccc(S(C)(=O)=O)cc1 (stereo not given) | -5% | 12% | 1%
Cc1nnc(-c2cnn(-c3ccccc3)c2N)n1Cc1ccc(F)cc1 | -5% | 7% | 1%

# Source: PubChem BioAssay (National Center for Advancing Translational Sciences (NCATS))
